DSG3 Ab inh = inhibitors of pemphigus antibody binding to DSG3, primary screen, biochemical, bead-based, flow cytometry, scFv-GFP | 310,000 tested, 0.48% active | binding (percent of control), % at 10 µM | DSG3-coupled beads, scFv-anti-DSG3-GFP binding; stronger effect = lower value | Desmoglein-3 (Homo sapiens), P32926;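 active = binding more than 3 SD below its plate's average and above zero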;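 also: hits lower antibody fragment binding to DSG3; some compounds called inactive have numbers as strong as hits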
Target sequence (P32926 whole entry, looked up, the tested form may be a part): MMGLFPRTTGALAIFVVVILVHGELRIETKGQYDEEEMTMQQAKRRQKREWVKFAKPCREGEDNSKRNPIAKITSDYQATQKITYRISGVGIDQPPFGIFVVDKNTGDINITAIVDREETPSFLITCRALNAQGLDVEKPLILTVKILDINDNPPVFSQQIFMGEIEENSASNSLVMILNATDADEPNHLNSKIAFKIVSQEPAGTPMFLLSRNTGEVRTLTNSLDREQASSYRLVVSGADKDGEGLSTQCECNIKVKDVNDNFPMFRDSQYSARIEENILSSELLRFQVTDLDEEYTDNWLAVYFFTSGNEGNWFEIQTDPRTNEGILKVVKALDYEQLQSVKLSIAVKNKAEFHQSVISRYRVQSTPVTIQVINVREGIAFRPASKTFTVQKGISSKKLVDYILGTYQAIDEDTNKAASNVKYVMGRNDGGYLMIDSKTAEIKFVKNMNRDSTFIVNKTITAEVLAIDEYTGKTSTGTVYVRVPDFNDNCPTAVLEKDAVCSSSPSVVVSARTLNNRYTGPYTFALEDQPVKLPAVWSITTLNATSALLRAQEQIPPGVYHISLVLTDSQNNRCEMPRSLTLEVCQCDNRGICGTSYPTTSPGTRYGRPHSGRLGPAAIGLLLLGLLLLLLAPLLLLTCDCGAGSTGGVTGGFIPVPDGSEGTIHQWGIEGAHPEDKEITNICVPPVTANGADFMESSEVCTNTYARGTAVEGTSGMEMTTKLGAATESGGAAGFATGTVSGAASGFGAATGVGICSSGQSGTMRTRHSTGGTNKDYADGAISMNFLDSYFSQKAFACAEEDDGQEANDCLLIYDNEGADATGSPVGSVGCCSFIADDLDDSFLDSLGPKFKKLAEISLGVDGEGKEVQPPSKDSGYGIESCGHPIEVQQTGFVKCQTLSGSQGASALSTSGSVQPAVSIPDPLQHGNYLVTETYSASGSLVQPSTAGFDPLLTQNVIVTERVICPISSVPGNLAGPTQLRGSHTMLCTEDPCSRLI
PKA-R1A act = activators of PKA-R1A holoenzyme, primary screen, biochemical, fluorescence polarization, Cy5-IP20, bovine R1A, mouse PKAc; cAMP-dependent protein kinase type I-alpha regulatory subunit (Bos taurus) + …; PKA-R1A dissociation; scaled: DMSO 0%, 113 µM cGMP 100%; activation, % at 11.4 µM; 340,000 tested, 0.083% active; AID 504707, 2011;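 active = percent activation above the mean of all tested compounds plus 3 SD, cut at about 19% in these data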;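 also: higher means more PKAc released from R1A so a rise in polarization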
Tat transport = E. coli Tat export inhibitors, primary screen, MC4100, TorA-mCherry reporter, fluorescence, single point | inhibition, % at 10 µM | 340,000 tested, 0.036% active;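 active = mean replicate inhibition at least 50% and at least half of replicates individually reaching 50%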;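 also: exported cargo escapes ClpAP degradation while cytoplasmic cargo is degraded and loses fluorescence; 0% = median of neutral control wells and 100% = median of NaSCN control wells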
Arrestin-AP2 inh = inhibitors of beta-arrestin/AP2 binding, primary screen, biochemical, GPCR trafficking, flow cytometry; beta-arrestin 1 C-terminal peptide binding to AP2 beta2-adaptin appendage (human); FITC-arrestin peptide / GST-AP2 beads; AP2 beta2 appendage carries R879A mutation; 340,000 tested, 0.31% active; AID 504490, 2011; inhibition, % at 10 µM;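 active = inhibition above a set limit, near 3 SD of compounds lacking own fluorescence, cut at about 54% in these data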;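 also: plate controls were DMSO wells for no effect and 5 µM unlabelled arrestin peptide for full effect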
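System: GST-AP2 R879A glutathione beads | Also added: FITC-arrestin peptide, 50 nM | Times: 12 min plus 1 h, RT | Signal: Bead flow cytometry, FITC channel | Buffer or medium: PBS with 0.05% Tween 20 and 0.1% BSA | Read-out basis: Percent drop in bead-associated FITC signal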
phage Ecoli inh = growth loss of phage-infected E. coli, primary screen, RecBCD inhibitor project, absorbance, with phage, HTS; AID 651602, 2012; 360,000 tested, 0.26% active; inhibition, % at 11.9 µM; in the data active = inhibition above about 11%
MOR-DOR inv ag = inverse agonists of MOR-DOR heterodimerization, primary screen, cell-based, luminescence. Mu-type opioid receptor (Homo sapiens) + Delta-type opioid receptor (Homo sapiens), …. cell-based MOR-DOR heterodimer luminescence, inverse agonism. inhibition, % at 9.3 µM. 340,000 tested, 0.21% active. AID 504357, 2011; in the data active = inhibition above about 22%, passing the limit was not always enough;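 also: 0% = cells with DMSO and 100% = wells without cells with DMSO; values of inactives mirror those of a sister screen read the other way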
PfHsp90 set2 = growth inhibition of PfHsp90-expressing yeast, primary screen, antimalarial PfHsp90 inhibitor project, S. cerevisiae, BacTiter-Glo luminescence, single point, set 2; BacTiter-Glo ATP, 48 h; yeast lacking PDR1 and PDR3 efflux regulators; inhibition, % at 9.4 µM; 310,000 tested, 0.32% active; AID 504621, 2011;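 active = every replicate shows inhibition above about 80%, whatever the replicate mean, limit read from the data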;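 also: 0% = DMSO neutral controls and 100% = 20 µM radicicol positive controls; yeast relying on Plasmodium falciparum Hsp90 in place of its own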
Ecoli viability = E. coli V3065 growth inhibition, primary screen, counter-screen for AddAB inhibitor project, absorbance, OD600; 18 h; inhibition, % at 11.9 µM; 330,000 tested, 0.27% active; AID 449728, 2010;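 active = inhibition above the campaign's mean inhibition across all tested compounds plus 3 SD, cut at about 9.9% in these data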;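 also: uninfected addAB+ strain grown without phage in ampicillin broth; 0% = DMSO wells and 100% = ciprofloxacin 0.95 µg/ml wells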
Mot1-301 SUMO = yeast Mot1-301 growth rescue at high temperature, primary screen, SUMOylation pathway inhibitor project, S. cerevisiae, ATP luminescence, 38.5C | S. cerevisiae Mot1-301 growth rescue; percent above DMSO median, 100 means doubled | growth rescue, % at 18.8 µM | 320,000 tested, 1% active | AID 2716, 2010;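 active = every valid replicate shows activation above 250% relative to neutral control wells; inactive = the rest, any valid replicate at or below 250%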;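 also: OY570 slx delta 5 strain wells were the positive control but not used for scaling; some compounds called inactive have numbers as strong as hits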
OPRM1-OPRD1 ag = agonists of OPRM1-OPRD1 heterodimerization, primary screen, cell-based, luminescence; Mu-type opioid receptor (Homo sapiens) + Delta-type opioid receptor (Homo sapiens), …; cells; activation, % at 9.3 µM; 340,000 tested, 0.3% active; in the data active = activation above about 18%;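 also: 0% = vehicle-treated cells and 100% = reference agonist; values of inactives mirror those of a sister screen read the other way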
AddAB inh = growth inhibition of E. coli expressing H. pylori AddAB, primary screen, AddAB inhibitor project, absorbance; inhibition, % at 11.9 µM; AID 435030, 2010; 330,000 tested, 0.29% active; in the data active = inhibition above about 12%;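 also: 0% = vehicle wells of infected cells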
* hit, by the source's call; . = not tested or not shown.

SMILES	DSG3 Ab inh	PKA-R1A act	Tat transport	Arrestin-AP2 inh	phage Ecoli inh	MOR-DOR inv ag	PfHsp90 set2	Ecoli viability	Mot1-301 SUMO	OPRM1-OPRD1 ag	AddAB inh
CCOC(=O)C1=C(C)NC(=O)NC1c1ccccc1 (centres undefined)	109.2	0.5	8.9	5.5	1.8	16.0	6.5	3.1	5.5	-2.8	3.6
Cc1cc(Br)cc(Cl)c1OC(=O)c1cnccn1	91.1	1.9	6.5	0.2	0.8	7.9	-17.5	2.0	22.7	-1.2	2.5
CCOC(=O)c1cnc2ccc(OCC)cc2c1N1CCN(c2ccccc2)CC1	106.4	-9.0	-8.4	-11.6	3.8	1.3	-106.1	0.7	499.1	-0.2	1.4
CCN(CC)C(=O)c1ccccc1NS(C)(=O)=O	98.8	1.0	-17.8	-41.4	3.1	21.1	-1.8	-0.3	-6.1	-4.5	4.3
O=C(CN1CCCC1)Nc1ccccc1Sc1ccc(Cl)cc1	115.1	-10.3	-0.8	16.1	1.7	-23.3	.	-1.0	14.3	4.8	4.8
COc1ccc(/C=N/N=C2/C(=O)Nc3ccccc32)cc1O	106.4	-3.3	-2.9	17.3	2.0	14.1	16.7	-0.1	6.3	-2.9	2.5
CCC(CC)C(=O)c1c[nH]c(C(=O)NCc2cccs2)c1	105.1	-4.4	-5.6	-21.0	2.7	16.1	-5.3	-1.4	-27.5	-3.2	-1.7
O=C1CCc2cc(S(=O)(=O)N3CCN(c4ccccc4F)CC3)ccc2N1	99.0	2.6	-4.4	20.6	1.6	3.0	2.8	2.5	-16.3	-0.5	3.1
O=C1c2oc3ccc(Cl)cc3c(=O)c2C(c2ccco2)N1CCN1CCOCC1 (centres undefined)	83.7	-4.1	9.4	-3.4	1.8	10.6	-3.8	-1.8	15.9	-1.9	0.2
C=CCn1c(CCCNC(=O)CCC)nc2ccccc21	102.5	0.4	-5.4	6.0	2.1	14.9	11.6	1.1	-0.4	-2.6	-0.1
COc1ccc(C2CC(=O)C(C=NCCN3CCOCC3)=C(O)C2)cc1 (centres undefined)	105.3	-4.6	2.2	0.7	0.9	6.5	-0.8	1.0	13.9	-1.1	2.7
O=C(N[C@@H](Cc1ccccc1)C(=O)N1CCN(S(=O)(=O)c2cccc(F)c2)CC1)c1ccco1	.	-8.6	-4.1	-12.3	5.2	6.1	25.1	-1.8	-23.3	-1.6	0.8
Cc1ccc(C(=O)N2CCN(C(=O)C3CCCO3)CC2)cc1 (centres undefined)	117.0	-2.4	-0.8	12.4	1.4	6.0	-2.9	-1.2	-8.9	-1.4	3.1
N#CCC(=O)N/N=C/c1c(-c2ccccc2)n(-c2ccccc2)c2ccccc12	102.9	2.4	3.0	20.1	5.4	13.4	-3.5	2.1	-6.4	-2.5	4.6
CCOC(=O)CCc1c(C)nc(SCCN2CCCC2)c(C#N)c1C	.	-0.4	-2.2	6.8	3.5	-13.4	-16.4	-1.2	-5.7	2.2	-0.7
CCOC(=O)N/N=C1\CCc2ccccc21	.	-8.9	-1.5	-1.6	-2.0	16.4	-4.9	-1.2	3.3	-3.2	3.5
Cc1nc(SC(C(N)=O)c2ccccc2)c(C#N)c(C)c1C (centres undefined)	103.5	.	.	8.2	1.2	.	.	0.2	2.6	.	-0.3
O=C(c1ccc(NC(=O)C2(c3ccccc3)CCOCC2)cc1)N1CCOCC1	112.1	9.1	-6.3	3.6	1.2	-2.1	-12.4	0.2	-1.1	0.4	-0.5
COc1cccc(OCC(=O)Nc2c3c(nn2-c2ccccc2)CS(=O)(=O)C3)c1	105.7	0.3	11.0	-4.5	0.8	-18.2	19.1	-0.2	-13.2	2.6	-0.4
CCN(CC(=O)Nc1ccc(N2CCOCC2)cc1)Cc1nc2ccccc2c(=O)[nH]1	108.2	0.6	2.1	-4.6	2.0	17.0	.	-0.9	2.2	-3.4	2.5

Given with values under each structure: part of the list above.
Order of results: DSG3 Ab inh	PKA-R1A act	Tat transport	Arrestin-AP2 inh	phage Ecoli inh	MOR-DOR inv ag	PfHsp90 set2	Ecoli viability	Mot1-301 SUMO	OPRM1-OPRD1 ag	AddAB inh
> COc1cccc(OCC(=O)Nc2c3c(nn2-c2ccccc2)CS(=O)(=O)C3)c1
    105.7	0.3	11.0	-4.5	0.8	-18.2	19.1	-0.2	-13.2	2.6	-0.4
> CCN(CC(=O)Nc1ccc(N2CCOCC2)cc1)Cc1nc2ccccc2c(=O)[nH]1
    108.2	0.6	2.1	-4.6	2.0	17.0	.	-0.9	2.2	-3.4	2.5

More structures:
SMILES	DSG3 Ab inh	PKA-R1A act	Tat transport	Arrestin-AP2 inh	phage Ecoli inh	MOR-DOR inv ag	PfHsp90 set2	Ecoli viability	Mot1-301 SUMO	OPRM1-OPRD1 ag	AddAB inh
Cc1ccc(-c2nn(C(C)(C)C)c3ncnc(NS(=O)(=O)c4ccc([N+](=O)[O-])cc4)c23)cc1	80.5	-4.7	-1.7	2.3	2.0	-5.4	-14.1	-3.6	18.1	1.1	1.1
NC(=O)c1ccc(N=Cc2ccc([N+](=O)[O-])s2)cc1	102.0	-4.0	-1.9	-1.5	5.7	-34.2	104.4*	2.6	52.7	5.0	7.9
Cc1ccc(S(=O)(=O)N2[C@@H](c3ccc(Br)cc3)C(C(=O)O)=CC[C@H]2c2cccc(C)c2)cc1	99.5	8.7	8.4	12.4	3.6	7.7	-28.0	0.5	.	-1.6	2.9
CSCCC(NC(N)=O)C(=O)N(C)CC(=O)Nc1ccc(C)cc1 (centres undefined)	103.9	-0.2	5.5	9.0	1.8	16.9	-1.1	1.0	-6.3	-4.1	3.9
CCOc1ccc(N2C(=O)CC(SCC(=O)O)C2=O)cc1 (centres undefined)	97.9	-2.0	4.6	-15.2	-1.8	11.6	-14.6	-1.8	.	-2.1	0.0
COc1ccc2cc(-c3ccsc3)ncc2c1	98.0	-7.7	-2.4	2.7	2.3	-0.8	-20.9	0.9	-9.5	0.1	0.6
Cc1ccccc1OCCn1cnc2cc([N+](=O)[O-])ccc2c1=O	131.6	2.6	-0.7	0.6	-1.9	-37.5	-68.9	0.3	37.3	7.2	-2.1
O=C1CSC(=O)N1CCOCCN1C(=O)CSC1=O	.	-5.7	-5.1	3.7	2.8	-10.2	.	-1.2	93.1	1.9	0.6
O=C(Nc1ccc2c(c1)OCCO2)c1ccccc1F	105.6	18.4	1.0	-0.7	2.2	5.3	5.3	-0.5	-18.8	-1.3	1.4
COC(=O)COc1ccc(/C=C2/NC(=O)N(CC(=O)OC)C2=O)cc1	110.5	-8.4	6.9	9.4	1.8	8.2	-3.2	-1.3	-12.5	-1.7	-1.4
N=c1c(S(=O)(=O)c2ccccc2)cc2c(=O)n3ccccc3nc2n1CCCN1CCOCC1	97.6	8.6	1.6	1.4	3.0	4.5	-9.7	0.8	-1.2	-0.5	3.9
CCc1cccc(NC(=O)Cn2cc3c(n2)CCCC3)c1	104.5	-6.9	0.0	-8.9	2.0	9.4	1.5	-0.5	8.7	-1.8	2.1
CC(=O)Nc1ccc(NC(=O)CCn2c(=O)oc3ccccc32)cc1	101.1	1.9	-7.8	20.3	.	-1.9	14.9	-2.3	-12.8	0.3	4.9
CC(C)CN1CCC(=O)N([C@H](CN=[N+]=[N-])Cc2ccccc2)CC1	102.5	-11.3	-14.0	-0.9	1.0	8.2	.	-2.2	-12.5	-1.5	-0.2
Cc1ccc(CN2CC(C(=O)NNC(=O)c3ccc(F)cc3)CC2=O)cc1 (centres undefined)	87.0	-2.5	3.0	3.6	0.8	6.4	-3.3	-0.2	-17.6	-1.6	-1.1
O=C(NCCc1c[nH]c2ccccc12)C1CCC(=O)N(CCc2cccc(F)c2)C1 (centres undefined)	100.7	-11.5	6.3	4.8	-2.5	19.1	-7.6	0.8	-4.9	-4.1	-1.0
O=C(/C=C/c1cn(-c2ccccc2)nc1-c1cccs1)NCCN1CCOCC1	107.2	-3.0	6.4	8.6	-3.4	5.8	-5.6	-2.0	-0.3	-1.1	0.6
CCN(CC(=O)NCc1cccs1)C(=O)c1cccc(S(=O)(=O)Nc2ccc(C)cc2)c1	109.3	-10.0	3.7	-5.3	0.5	-1.6	.	-3.9	337.8	0.2	-2.4
CC1(O)CC(c2ccc(Cl)cc2)=NN1C(=O)c1ccc(Cl)cc1 (centres undefined)	96.4	-6.8	-13.9	23.1	6.5	-0.4	14.1	-2.8	-29.7	0.1	2.2
COC(=O)C(CC(=O)CNC(=O)c1ccccc1)NC(=O)c1ccccc1 (centres undefined)	90.9	6.9	-0.8	2.7	2.2	7.9	.	.	.	-1.5	.
COc1ccc(Cl)cc1NC(=O)N1CCN(S(C)(=O)=O)CC1	.	-2.1	-10.5	23.8	2.3	7.7	10.6	1.1	.	-1.5	-0.8
CCOc1ccc(OCCOCCn2ccnc2)cc1	103.9	-0.2	0.3	29.6	-0.9	24.8	26.2	0.2	-16.1	-4.6	2.3
COc1cccc(NC(=O)C(Cc2ccccc2)n2cccc2)c1 (centres undefined)	97.2	1.1	4.5	4.5	2.0	0.9	-19.2	1.4	-1.3	-0.2	0.7
CCO[C@@H]1c2c(ccc3ccc(=O)oc23)OC(C)(C)[C@H]1O	106.2	6.6	-2.9	-0.5	2.5	15.5	-12.3	-0.2	19.6	-2.8	-1.3
c1ccc2c(c1)nc1n2CC2CON(C3CCCCC3)C12 (centres undefined)	101.9	8.0	-5.0	10.5	1.1	2.0	-9.2	-1.2	-4.6	-0.4	3.0
N=C1SC(c2ccccc2)C(=O)N1c1ncc(Cc2ccccc2Cl)s1 (centres undefined)	92.6	-4.1	7.7	-9.8	0.2	-1.7	-55.6	-5.9	30.4	0.3	-4.9
CC1(C)C2CCC1(C)C(NC(=O)CCN1CCCCC1)C2 (centres undefined)	106.8	-3.4	-1.7	0.7	2.9	-12.3	24.4	1.6	-7.1	2.0	0.1
Cc1ccc(NC(=O)c2ncn(CC(=O)N[C@H](CO)Cc3c[nH]c4ccccc34)n2)cc1C	97.6	-4.5	-7.1	22.4	2.0	12.9	-6.9	-2.5	.	-2.6	-0.6
COc1ccc(C(C[N+](=O)[O-])c2c(C)cc3ccccn23)c(OC)c1 (centres undefined)	89.9	-6.9	-3.8	8.9	1.4	-21.2	5.6	-2.0	-24.7	3.4	1.5
O=C(COC(=O)c1ccc([N+](=O)[O-])o1)NCCCc1ccccc1	98.9	-0.8	-10.3	8.5	0.3	-9.0	-27.9	1.3	3.4	2.1	2.4
